Source: PubChem (Small Molecule Screening Facility, UW Madison)
PriA SSB inh = K. pneumoniae PriA-SSBct interaction inhibition | 430,000 tested, 0.6% active | AlphaScreen SSBct-PriA binding, biotinylated peptide | inhibition, % at 33 µM | AID 1272365; in the data active = inhibition mostly above about 37%, no sharp cut-off; inactive = mostly below about 20%;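 note: plate controls were negative control peptide for no effect and reference peptide for full effect; strong numbers were not always called active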
Active calls of the source: *; & = joins results of further samples.

| molecule | PriA SSB inh |
| --- | --- |
| CSc1ccc(-c2nnc(NC(=O)c3ccco3)o2)cc1 | 0 |
| O=C1N(O)C2(C=CCCC2)C(=NO)C12CCCCC2 (stereo not drawn) | -9 |
| C=C(C)Cn1c(SCC(=O)NN=Cc2c(O)ccc3ccccc23)nc2ccccc2c1=O | -11 |
| COc1ccc2cc(C=NNC(=O)CN(c3ccccc3C)S(=O)(=O)c3ccccc3)c(Cl)nc2c1 | -5 |
| COCC(=O)NN=Cc1c(C)[nH]n(-c2ccccc2)c1=O | 6 |
| Fc1ccccc1CN1CC(c2nc(-c3ccco3)no2)C1 | 0 |
| O=C(Cc1ccc2c(c1)OCO2)Nc1nnc(-c2ccc(Br)o2)o1 | -8 |
| COc1ccc(S(=O)(=O)N2CCN(c3ccc(-c4ccccc4)nn3)CC2)cc1OC | 0 |
| CCOc1ccc(OCCNC(=O)c2ccc([N+](=O)[O-])cc2)cc1 | -14 |
| Cn1ccnc1N1CCN(C(=O)c2ccc(F)cc2F)CC1 | 10 |
| O=C(Cc1cccc(C(F)(F)F)c1)NCc1cnn2c1CCCC2 | -9 |
| O=C(CSCc1ccccc1)NCCn1ccc(-c2cccs2)n1 | 0 |
| O=C(Cn1nnc2ccccc21)N1CCN(c2ccc(-n3cncn3)nn2)CC1 | -2 |
| O=c1c2sc3ncccc3c2nc(SCc2cc(F)ccc2F)n1Cc1ccco1 | -11 |
| CSCC[C@](C)(O)CNC(=O)Nc1cccs1 | -7 |
| Cc1cc(NC(=O)CSc2ccc(-c3sc(C)nc3C)nn2)no1 | 3 |
| COc1ccc(F)cc1S(=O)(=O)NCC[C@H](O)c1ccoc1 | -5 |
| CCC(=O)N1CCc2ccc(NC(=O)CCc3ccccc3)cc2C1 | -9 |
| O=C(Nc1nc(-c2cccs2)c(C(=O)C(F)(F)F)s1)c1coc2ccccc2c1=O | -5 |
| O=C(NCC(O)C1CCCCC1)c1ccc(-c2ccccc2)cc1 (stereo not drawn) | 15 |
| O=C(O)C(CC(=NO)c1ccc(Br)cc1)P(=O)(c1ccccc1)c1ccccc1 (stereo not drawn) | -9 |
| Cc1ccc(-n2cc(-c3ccccc3)c3c(NCc4ccco4)ncnc32)cc1Cl | -7 |
| O=C(COc1ccccc1F)N1CCN(c2ncnc3c2nnn3-c2cccc(F)c2)CC1 | -5 |
| NCC(CCC(=O)O)C(F)(F)F (stereo not drawn) | -1 |
| COc1cccc(C(=O)Nc2oc3ccccc3c(=O)c2-c2ccccc2)c1 | -10 |
| O=C(Nc1ccc(Cl)c2ncsc12)C1CC1 | -8 |
| CCc1ccccc1NC(=O)C(=O)NC[C@@H](c1ccc(F)cc1)N1CCOCC1 | 2 |
| CC(=O)C=C(C)NCCNc1c(F)c(F)c(CO)c(F)c1F | -27 |
| N#CC(C#N)=CN1CCc2ccccc2C1 | 4 |
| Cc1nc2ccc(NC(=O)C3CC3)cc2c(=O)n1-c1ccc(F)cc1 | -6 |

Random excerpt: 4 compounds from above
| molecule | PriA SSB inh |
| --- | --- |
| Cn1ccnc1N1CCN(C(=O)c2ccc(F)cc2F)CC1 | 10 |
| Fc1ccccc1CN1CC(c2nc(-c3ccco3)no2)C1 | 0 |
| O=C(CSCc1ccccc1)NCCn1ccc(-c2cccs2)n1 | 0 |
| Cc1cc(NC(=O)CSc2ccc(-c3sc(C)nc3C)nn2)no1 | 3 |

Back to the main list; the 6 compounds before the break are reprinted first.
| molecule | PriA SSB inh |
| --- | --- |
| COc1cccc(C(=O)Nc2oc3ccccc3c(=O)c2-c2ccccc2)c1 | -10 |
| O=C(Nc1ccc(Cl)c2ncsc12)C1CC1 | -8 |
| CCc1ccccc1NC(=O)C(=O)NC[C@@H](c1ccc(F)cc1)N1CCOCC1 | 2 |
| CC(=O)C=C(C)NCCNc1c(F)c(F)c(CO)c(F)c1F | -27 |
| N#CC(C#N)=CN1CCc2ccccc2C1 | 4 |
| Cc1nc2ccc(NC(=O)C3CC3)cc2c(=O)n1-c1ccc(F)cc1 | -6 |
| FC(F)(F)Oc1ccc(-n2c(-c3ccccc3)c[nH]c2=S)cc1 | -4 |
| CCCS(=O)(=O)c1nc2ccccc2n1CC(=O)N1CCC(Cc2ccccc2)CC1 | -4 |
| NCCn1ncc2c(=O)n(Cc3ccccc3F)cnc21 | -1 |
| CC(=O)c1ccc(C(=O)N(Cc2ccncc2)c2nc3c(C)ccc(Cl)c3s2)cc1 | 9 |
| O=C(/C=C/c1ccc([N+](=O)[O-])cc1)Nc1nc2ccc(Cl)cc2s1 | -10 |
| COc1ccc([C@H](CC(=O)c2cccs2)Sc2ccccc2N)cc1 | 6 |
| COc1ccccc1C(=O)Nc1c(C(=O)c2ccc(Cl)cc2)oc2c(OC)cccc12 | 0 |
| Cn1c(=O)c(C(=O)NCc2cccs2)cc2cccnc21 | -8 |
| CN1C(=CC=[N+](C)c2ccccc2)C(C)(C)c2ccccc21 | -5 |
| Cc1cc(NC(=O)C(=O)NC[C@H](O)c2csc3ccccc23)no1 | -14 |
| O=C(CSc1nnc(Cn2ccc(=O)[nH]c2=O)o1)NCc1ccco1 | 2 |
| O=C(NCc1ccccc1Cl)C(=O)NCC1CCN(c2cnccn2)CC1 | -1 |
| Cc1cc(=O)[nH]c(-n2nc(C)c(CCC(=O)NCc3ccc4c(c3)OCO4)c2C)n1 | -8 |
| O=C(c1cnn(-c2ccccc2)n1)N1CCN(c2cc(-n3cncn3)ncn2)CC1 | -8 |
| Cc1cc(OC2CN(C(=O)NC(C)(C)C)C2)cc(=O)o1 | -8 |
| CS(=O)(=O)Nc1ccc(C2=NN(C(=O)c3cccs3)C(c3cccc([N+](=O)[O-])c3)C2)cc1 (stereo not drawn) | 1 |
| Cc1nnsc1C(=O)N(Cc1nn(C)c2c1CCC2)C1CCCC1 | -21 |
| OC1CN(c2nc3ccccc3o2)C1 | -2 |
| COc1ccc(-c2cc(N3CCC[C@H](C(=O)Nc4cccc(C)c4C)C3)ncn2)cc1 | -11 |
| NC(=NOC(=O)CN1C(=O)c2ccccc2C1=O)c1ccc(Cl)cc1 | -16 |
| COC(=O)c1ccc(-c2csc(NC(=O)C3CCCC3)n2)cc1 | 0 |
| O=C(CCc1ccccc1Br)Nc1cccc(N2CCCC2=O)c1 | -7 |
| O=C(CCSc1ccccc1)N1CCC[C@H](Cc2nc(C3CC3)no2)C1 | -5 |
| CCOc1ccc(C=NNC(=O)c2[nH]c3ccc(C)cc3c2C)cc1 | -2 |
| CC(C)=NSc1ccc(C)cc1[N+](=O)[O-] | -170 |
| Cc1noc(C)c1S(=O)(=O)N1CCN(Cc2nc(C(C)(C)C)cs2)CC1 | -9 |
| Cc1cc(C(=O)N2CC(=O)Nc3ccccc32)nn1C | -11 |
| COC(=O)c1c(NC(=O)c2ccc(CSc3ccccc3)o2)sc2c1CCCC2 | 5 |
| O=C(NCc1cccs1)c1cn(Cc2cccc(F)c2)nc1OCc1cccc(F)c1 | -14 |
| COC(=O)c1ccc2nc(NC(=O)c3nc4ccccc4s3)sc2c1 | 1 |
| CCOC(=O)CC(NC(=O)C(=O)c1c[nH]c2ccccc12)c1ccc(C)cc1 (stereo not drawn) | 14 |
| O=C(NCC1CCN(C(=O)c2ccoc2)CC1)c1cncc(Br)c1 | -4 |
| COc1ccc(-c2c(C#N)c(SCC(=O)c3ccc(Cl)cc3)nc(C)c2C(=O)Nc2ccc(Cl)cc2)cc1 | -1 |
| Cn1nc(-c2ccccc2NC(=O)c2ccc3n[nH]nc3c2)ccc1=O | -11 |
| COc1ccccc1NC(=O)C1CCCN(c2ccc(-c3ccccc3OC)nn2)C1 (stereo not drawn) | -6 |
| Cn1nc2c(c1N)CCC2 | -10 |
| O=C(CCCc1ccccc1)N1CCC(CN2C(=O)CNC2=O)CC1 | 1 |
| COc1ccc(C(=O)N2CCN(c3ccc(-n4nc(C)c(C)c4C)nn3)CC2)cc1 | 7 |
| COc1ccc(OC)c(-c2cc(C(=O)N3CCC4(CC3)OCCS4)n(C)n2)c1 | -6 |
| C[C@H]1CN(C)CCN1CC1CCN(C(=O)c2ccc(Cl)s2)CC1 | -14 |
| O=C(Nc1cccc2c1C(=O)c1ccccc1C2=O)c1ccccc1Cl | 8 |
| O=S(=O)(c1ccc(Br)s1)N1CCC(Oc2cccnn2)CC1 | 5 |
| CC(C)(C)N1CCN(C(C)(C)C)C1=O | 3 |
| Cc1cc(OC2CN(C(=O)CSc3ccc(F)cc3)C2)cc(=O)o1 | 1 |
| O=S(=O)(/C=C\c1ccccc1)N1CCN(c2ccc(-c3ccccc3)nn2)CC1 | -2 |
| Cc1ccc(N2CCC(CNC(=O)C3CCN(S(C)(=O)=O)CC3)CC2)nn1 | -13 |
| O=c1c2ccccc2c2ccccc2c(=O)n1-c1cccc(Cl)c1Cl | -9 |
| O=C(CSc1ncc(-c2cccc(Cl)c2)o1)Nc1cc(F)ccc1F | -13 |
| O=C(Cc1noc2ccccc12)N1CC(c2nc(-c3cnccn3)no2)C1 | -1 |
| CON=Cc1cccn1-c1nccc(N(C)C)c1C#N | -2 |
| COc1ccc(CCS(=O)(=O)NC[C@@](O)(c2ccccc2)C2CC2)cc1 | -11 |
| Cn1c(C(F)(F)F)nn(CC(=O)NCc2ccc(F)cc2)c1=O | -10 |
| COc1ccc(C=NNC(=O)c2cccc([N+](=O)[O-])c2)cc1OC(=O)c1ccc(C)cc1 | 16 |
| CC(=O)N1N=C(c2cccc(NS(C)(=O)=O)c2)C[C@H]1c1ccc2c(c1)OCO2 | 2 |
| O=C(NCCNC(=O)c1c[nH]c(=O)n(Cc2cccs2)c1=O)c1ccc(NC(=O)C2CC2)cc1 | -9 |
| C/C=C/c1ccc(OCC(O)CN2CCN(c3ccccc3F)CC2)c(OC)c1 (stereo not drawn) | 0 |
| COc1ccc(C(C)=NNC(=O)CNC(=O)c2cccnc2)cc1OC | 8 |
| CCOC(=O)C(Sc1nc(-c2ccccc2)cc(-c2ccccc2)c1C#N)=C(C)O | -13 |
| O=C(CCN1C(=O)c2ccccc2S1(=O)=O)Nc1ccccn1 | -13 |
| COc1cccc2cc(C(=O)N(CCn3cccn3)c3nc4c(F)cccc4s3)oc12 | -6 |

(next part)
| molecule | PriA SSB inh |
| --- | --- |
| COCC(=O)Nc1cccc(-c2ccc3nnc(C)n3n2)c1 | 1 |
| CCOc1cccc2sc(N(CCCn3ccnc3)C(=O)c3ccco3)nc12 | 8 |
| COc1ccc(-c2cc3c(SCc4cccc(Cl)c4)nccn3n2)cc1 | 0 |
| Cc1cc(NC(=O)C(=O)NCC(c2ccc(F)cc2)N2CCOCC2)no1 (stereo not drawn) | -7 |
| Cc1cc(C(=O)NC(c2cccnc2)C2CCOCC2)c(C)o1 (stereo not drawn) | 4 |
| COc1ccc(C=NNC(=O)Cn2cnc3ccccc3c2=O)cc1 | -16 |
| COC(CNC(=O)Cc1c(C)noc1C)c1ccsc1 (stereo not drawn) | -55 |
| CCOc1ccc(NC(=O)C(=O)NCC(c2cccn2C)N2CCCC2)cc1 (stereo not drawn) | 3 |
| CN1CCN(N=Cc2c3ccccc3c(Cl)c3ccccc23)CC1 | 53* |
| O=C(NCCCN1CCCC1=O)C(=O)NCCc1ccccc1 | -1 |
| Cc1ccc(N2CCC(CNS(=O)(=O)c3ccccc3Br)CC2)nn1 | -7 |
| CCc1nc(-n2cccc2)sc1C(=O)N[C@@H](C)CCc1ccccc1 | -6 |
| COc1ccc(NC(=O)C(=O)NCCc2ccco2)cc1OC | 4 |
| CCc1cccc(N2Cc3ccccc3OC(C)C2=O)c1 (stereo not drawn) | -6 |
| Cc1ccc(OCC(=O)NN=Cc2ccncc2)cc1 | -11 |
| CCc1nc(-c2ccc(N3CCN(C(=O)[C@@H]4CCCO4)CC3)nc2)no1 | -4 |
| COc1cc(NC(=O)c2cnccn2)ncn1 | -9 |
| O=C(CSc1cn(CCNC(=O)c2ccc(Cl)cc2Cl)c2ccccc12)Nc1cc(C(F)(F)F)ccc1Cl | -19 |
| COc1cc(Cl)ccc1NC(=O)Cn1nc([N+](=O)[O-])c(Br)c1C | -5 |
| COc1cc2c(=O)c(-c3ccc(Br)cc3)coc2cc1O | -3 |
| Cn1cc(S(=O)(=O)Nc2ccc3c(c2)CN(C(=O)c2cccs2)CC3)cn1 | 1 |
| COc1ccc(CCNC(=O)Cn2nc(-c3cccc(Br)c3)ccc2=O)cc1OC | -3 |
| COc1ccc(C(=O)N2CCN(c3cc(C(F)(F)F)nc(C)n3)CC2)c(C)c1 | -9 |
| O=C(CSc1c(-c2ccccc2)[nH]c2ccccc12)Nc1ccccc1F | -9&14 |
| O=C(NCc1ccc(C(=O)c2ccco2)s1)C(=O)Nc1ccc(F)c(Cl)c1 | -10 |
| O=C(CCC(=O)N1CCC(Oc2ncccc2Br)CC1)c1ccccc1 | -4 |
| COC(=O)c1ccc(C(=O)N2CCS[C@H]2c2ccc(Cl)c(Cl)c2)cc1 | -8 |
| COc1ccc(OC)c(-c2cc(C(=O)N3CCN(C(=O)C4CC4c4cccs4)CC3)[nH]n2)c1 (stereo not drawn) | 2 |
| CCC(=O)NCCS(=O)(=O)N1CCN(c2ccc(OC)cc2)CC1 | 8 |
| C=CCNc1ncnc2c1cnn2C | -3 |
| Cc1ccc(/C=C2/CC3C4CCC5CCCCC5(C)C4CCC3(C)C2=O)o1 (stereo not drawn) | -13 |
| O=C(O)c1ccc2c(c1)C(=O)N(C[C@H]1CCCO1)C2=O | -9 |
| Cc1c(C(=O)NN=Cc2ccccc2)sc(=S)n1C | -7 |
| O=C(Nc1ccccc1-c1cn2ccccc2n1)c1cc(C2CC2)on1 | -4 |
| CCC(=NNC(=O)c1ccncc1)C12CC3CC(CC(C3)C1)C2 | -21 |
| O=C(Nc1cccnc1)c1c[nH]c2c(C(F)(F)F)cccc2c1=O | -5 |
| Cc1ccc(-c2nc(CSc3nc4ccccc4c(=O)n3C)c(C)o2)cc1 | -10 |
| COc1ccc(CCC(=O)Nc2ccc(-n3nnn(CC(N)=O)c3=O)cc2)cc1 | -10 |
| O=C(Nc1ccc(Cl)c(C(F)(F)F)c1)c1ccc2nnsc2c1 | -14 |
| Cn1cc(NC(=O)NCc2ccccn2)c2ccccc21 | -18 |
| COc1ccccc1N1C[C@@H](c2nc3ccccc3n2Cc2ccccc2F)CC1=O | 4 |

Already shown: 3 of the compounds above.
| molecule | PriA SSB inh |
| --- | --- |
| O=C(Nc1ccc(Cl)c(C(F)(F)F)c1)c1ccc2nnsc2c1 | -14 |
| Cn1cc(NC(=O)NCc2ccccn2)c2ccccc21 | -18 |
| COc1ccccc1N1C[C@@H](c2nc3ccccc3n2Cc2ccccc2F)CC1=O | 4 |

A portion of the library; rates above refer to the full screens.
